Bioassay records deposited in PubChem BioAssay by National Center for Advancing Translational Sciences (NCATS).
HCMV antiviral – inhibitors of human cytomegalovirus; HFF cells, HCMV-luciferase reporter, 72 h; active compounds read low; activity change, negative = inhibition, % at 57.5 µM; hit rate 4.5% among 410,000; AID 1259415; in the data active = activity change below about -60%; inconclusive = no clear call, values can overlap the other calls; inactive = above about -39%
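Two compound doses tested in HFFs infected with HCMV-luciferase, MOI 1 PFU/cell, 72 h at 37C. Lysate luminescence read with OneGlo; data normalized against buffer-only and 10uM Salinomycin inhibitor controls.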
AMA1 RON2 block – inhibitors of Plasmodium falciparum AMA1-RON2 interaction; AID 720542; hit rate 0.2% among 360,000; Potency, µM (series often up to 58.2 µM), for the others: top-dose activity change, negative = inhibition, usual class: inhibitors; AlphaScreen AMA1-biotinylated RON2 peptide binding; active = well fitted inhibition curve with a large enough effect; inconclusive = small, poorly fitted or top-dose-only effect; inactive = no such curve, though single readings can be large or run the other way;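 note: potency is the fitted concentration of half-maximal effect; 0% = vehicle wells and -100% = peptide control; nearly all actives have a fitted effect of over 45% in size; some results filed as inactive show a strong effect at the top dose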
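AMA1 (3D7) with his tag at 25 nM final met compounds first, then biotinylated RON2 peptide at 25 nM; detection used donor plus acceptor beads, 10 µg/mL apiece, read by AlphaScreen after 30 min at room temperature.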
* hit, by the source's call; ? = inconclusive; [ ] = remark or other dose. Unless noted, % is set by controls: 0 for no effect and ±100 for the full control effect.

Compound,HCMV antiviral,AMA1 RON2 block
CC1(C(=O)NS(=O)(=O)C2CC2)CCCN(C(=O)/C=C/c2ccccc2)C1 (stereo not given),-1,-5%
CN1CCCC(C)(C(=O)Nc2cccc(Oc3ccccc3)c2)C1 (stereo not given),-28,14%
C[C@H]1COc2cccc(N3CCN(C)CC3)c2S(=O)(=O)N1,-24,-4%
COCC1CCN(C(=O)c2ccc3oc(CCc4ccccc4)nc3c2)C1 (stereo not given),6,-2%
O=C(Nc1scc(-c2ccc(Br)cc2)c1C(=O)O)c1ccccc1F,-22,-5%
O=C(CN1CCCc2ccccc21)Nc1cccc(S(=O)(=O)N2CCCC2)c1,0,-12%
C[C@@H]1CN([C@H](C)CO)S(=O)(=O)c2ccc(C3=CCCCC3)cc2O[C@H]1CN(C)C(=O)Cc1cccnc1,-22,-4%
O=C(O)c1ccc(CN2C[C@@H](CO)O[C@@H](n3cnc4c(NCc5ccco5)ncnc43)C2)cc1,-23,-6%
COc1ccc(N2CCN(c3cc(C(=O)NC4CCCCC4)ncn3)CC2)cc1OC,-14,-21%
COC(=O)CCC(=O)N(CCN(Cc1ccccc1)C(=O)CCC(=O)OC)Cc1ccccc1,10,-4%
CC(=O)Nc1ccc(-c2cc(C(=O)O)c3cc4ccccc4cc3n2)cc1,8,3%
Cc1ccc(F)c(S(=O)(=O)NC(=O)C2(C)CCN2C(=O)Cc2cccs2)c1 (stereo not given),-28,4%
COc1ccc(-c2ccc(C(=O)Nc3cccc(N(C)C)c3)c3occc23)c(C)c1,-32,?
CCCn1c(SC(C)C(=O)NC2CCCC(C)C2C)n[nH]c1=O (stereo not given),-3,12%
Cc1nnc(SC(C)C(=O)NC2CCCCC2)[nH]c1=O (stereo not given),65,23%

Compound,HCMV antiviral,AMA1 RON2 block
C=CCNc1nc2cc(-c3ccc(C(=O)N4CCOCC4)cc3)sc2c(=O)n1C,3,0%
CC(C)c1ccc(Oc2cccc3c2S(=O)(=O)N(C2CCCC2)CC(COCc2ccccc2)O3)cc1 (stereo not given),-31,-1%
C=C1CC2(CC(c3ccccc3)OC(c3ccccc3)C2)OC1=O (stereo not given),-7,2%
COc1nccc(NCc2ccccc2)c1C#N,1,0%
COC(=O)[C@]12CCCCC=C1N(Cc1ccc3c(c1)OCO3)C(=O)[C@H](CC(=O)N1CCSCC1)C2,-16,-15%
O=C(c1c(F)cccc1Cl)N(Cc1ccco1)C1CCS(=O)(=O)C1 (stereo not given),4,12%
COc1ccc(C2c3c(oc4ccccc4c3=O)C(=O)N2CCN2CCOCC2)cc1OC (stereo not given),-32,1%
S=C(NCCN1CCOCC1)C(=S)NCCN1CCOCC1,-8,68%[activator]
O=C(COc1ccc(Cl)cc1Cl)NCCN1CCCC1,-21,-8%
Fc1cc(Cl)cc2ccc(-c3ccccc3)nc12,18,69%[activator]
CC1COCC(C)N1C(=O)c1cccnc1 (stereo not given),-7,9%
Cc1ccc(C(O)(C(=O)OC(C)C)C(O)c2ccc(F)cc2)cc1 (stereo not given),-19,16%
COC(=O)CNC(=O)c1ccccc1[N+](=O)[O-],12,-2%
CC1(C(=O)NS(=O)(=O)C2CC2)CCCN(C(=O)Cc2ccc(F)cc2)C1 (stereo not given),-11,12%
C=CCN(C(=O)CSc1nc2ccsc2c(=O)n1Cc1ccc(C(=O)O)cc1)c1ccccc1,2,-6%

Compound,HCMV antiviral,AMA1 RON2 block
O=C(C[n+]1cccc(/C=N/O)c1)NC(=O)Nc1ccccc1,13,-11%
COc1ccccc1C1NC(=O)NC(C)=C1C(=O)OCC1CCCCC1 (stereo not given),-35,-10%
CCCCN(C)c1c(C)nc2ccc(C(=O)N(C)Cc3ccco3)cn12,-2,-2%
CC1(C)CC(=O)C=C(c2ccc(-c3cccc4c3sc3ccccc34)cc2)C1=O,-9,?
COc1ccc(C(O)c2nc(-c3cccc4cccnc34)cs2)cc1 (stereo not given),-1,25%
COc1ccc(CNC(=O)C2Cc3c(-c4cccc(C(C)=O)c4)ccnc3O2)cc1OC (stereo not given),-6,-17%
COc1ccc(-c2coc3c(C(=O)NCC4CC4)cccc23)c(C)c1,?,-6%
COc1ccccc1CNc1nc(NCCOc2ccccc2)c2sccc2n1,-39,?
COc1ccc(OC)c(NC(=S)NCCC(c2ccccc2)c2ccccc2)c1,-29,27%
COC(=O)c1ccc2nc(-c3ccc(F)cc3)c(Cc3ccccc3OC)n2c1,-12,4%
CC(=O)c1cccc(NC(=O)C2(C)Cc3c(-c4ccccc4)ccnc3O2)c1 (stereo not given),-16,-17%
CCOC(=O)C1C(=O)C(=O)N(C2CCCCC2)C1C(=O)OCC (stereo not given),-30,-4%
Cc1ccc(Sc2ccc(N)cc2C#N)cc1,-17,18%
O=C(NCc1ccc(F)cc1)c1cc(C2CCCCN2C(=O)CCc2ccccc2)on1 (stereo not given),-29,1%
O=C(OCc1ccccc1)N1CCC2CC1c1cc(NCCc3ccccc3)ccc12 (stereo not given),-6,?

Compound,HCMV antiviral,AMA1 RON2 block
CCC(C(=O)Nc1ccc(Cl)cc1)N1CCCC1=O (stereo not given),16,3%
CCC[C@H]1CC(=O)C=C(c2ccsc2)ON1C(=O)OC(C)(C)C,-10,28%
Cc1cccc(C)c1NC(=O)C(c1ccccc1)n1c(=O)c(-c2ccccc2)nc2ccccc21 (stereo not given),-15,-8%
CC1(C)C(C(N)=O)C(=O)NC(=O)C1C(N)=O (stereo not given),-29,-11%
C(=Cc1cccnc1)c1ccncc1,-26,-19%
Cc1cccc(NC(=O)CCCCC(=O)Nc2cccc(C)c2)c1,-5,17%
COC(=O)C[C@@H]1CC[C@H](NC(=O)Nc2cccc(F)c2)[C@@H](CO)O1,5,-8%
O=C(CCNS(=O)(=O)c1ccc(Br)cc1)NCC(c1cccs1)N1CCOCC1 (stereo not given),-8,1%
CC1(C(=O)NCc2cccs2)CCN1CCc1ccccc1 (stereo not given),3,-4%
O=C(Cc1cccc(NC(=O)C2CCN(C(=O)CCc3ccccc3)CC2)c1)Nc1cccc(C(=O)N2CCOCC2)c1,-4,0%
CC1C(=O)N(Cc2cn(CCC3OCCCO3)nn2)CCS(=O)(=O)N1Cc1ccc(-c2ccc(F)nc2)cc1 (stereo not given),-16,-3%
O=C(Nc1cccc(F)c1)c1ccc(-n2cncn2)c2ccoc12,113,21%
C/C=C/c1cccc(-c2nc(C(=O)N3CCCCC3)cc3c2[C@@H](CCO)N(C(=O)NC(C)C)C3)c1,14,7%
O=C(Nc1ccccc1)c1cc(C2CCCCN2C(=O)OCCF)on1 (stereo not given),4,10%
C=CCn1c(C)cc(C(=O)CSc2nnc3n(CCC)c(=O)c4ccccc4n23)c1C,-15,2%

Compound,HCMV antiviral,AMA1 RON2 block
COc1ccc2sc(C)cc(=O)c2c1,-15,-1%
COc1cc(C(=O)COC(=O)c2ccc3c(c2)OCCO3)cc(OC)c1OC,-14,-12%
COC(=O)c1ccc(CSc2ccccc2NC(=S)Nc2cccc(C(F)(F)F)c2)o1,-33,135%[activator]
COc1cc(-n2c(=O)c3ccccc3n(Cc3cccnc3)c2=O)cc(OC)c1OC,-20,-16%
CC(=O)c1cccc(-c2ccnc3c2CC(C(=O)Nc2cccc(C(F)(F)F)c2)O3)c1 (stereo not given),-39,-10%
Cc1cccc(C)c1-n1nnnc1C1c2ccccc2C(=O)N1C1CC1 (stereo not given),-23,9%
O=C(N/N=C/C=C/c1ccccc1)C(O)c1ccccc1 (stereo not given),-25,4%
O=C(NN(Cc1ccccc1)Cc1ccccc1)c1ccccc1,?,?
CCCNc1nc(-c2cc(C(=O)Nc3ccccc3)on2)cc(C(C)C)n1,-25,5%
Cc1nc(-c2ccc(Cl)cc2)sc1C1(C)CC(c2ccc(Cl)cc2)=NO1 (stereo not given),-30,2%
Nc1nc(N)c2ncn(C3C=CC(CO)C3)c2n1 (stereo not given),7,5%
Cn1c(NCc2ccccc2)nc2cc(-c3ccccc3)sc2c1=O,-4,-5%
CC1c2ccccc2-c2ccccc2N1C (stereo not given),-26,12%
CCC(C)(C)C1CCC2(CC1)NC(=O)N(CC(=O)N1CCN(c3ccccc3OC)CC1)C2=O (stereo not given),-23,13%
COCCN(C(=O)COC(=O)CCOc1cc(C)ccc1C)c1c(N)n(Cc2ccccc2)c(=O)[nH]c1=O,2,2%

Compound,HCMV antiviral,AMA1 RON2 block
CC(C)C[C@@H](CN1CCC[C@@H]1CN1C(=S)NC[C@@H]1Cc1ccc(O)cc1)N1C[C@H](Cc2ccc(O)cc2)N(CCc2ccccc2)C1=S,-31,49%[activator]
C=Cc1ccc(Cn2c(C)c(C(=O)NCCC#N)sc2=O)cc1,-16,5%
CCOc1ccc(C(=O)OCC(=O)Nc2cc(S(=O)(=O)N3CCOCC3)ccc2N2CCOCC2)cc1,0,18%
O=C(Nc1c(Cl)ccc2nsnc12)c1ccc(Br)o1,-32,-10%
CC1(C(=O)NCc2cccs2)Cc2c(-c3ccc(C(N)=O)cc3)ccnc2O1 (stereo not given),-17,-3%
CC(C)c1cc(Cn2c3ccccc3c(=O)n2C(C)C)on1,-15,1%
COc1ccc(NC(=O)c2cc(-c3cc(Cl)ccc3C)n[nH]2)c(OC)c1,12,-5%
OCC1OC(n2ccc3c(NO)ncnc32)C(O)C1O (stereo not given),-98*,108%[activator]
CC1CCCCC12NC(=O)N(CC(=O)Nc1ccc3c(c1)OCO3)C2=O (stereo not given),12,0%
CC(C)=CCc1cc(-c2oc3cc(O)cc(O)c3c(=O)c2O)ccc1O,3,44%[activator]
CCOC(=O)C1(C)CCN1C(=O)c1ccc(Cl)nc1 (stereo not given),9,8%
Cc1ccc(Cc2c(-c3ccccc3)nc3ccc(Cl)cn23)cc1,-8,-11%
COc1cccc(C(C)(O)c2nc(-c3ccc(C)c(C)c3)cs2)c1 (stereo not given),-32,1%
OC1C2CCC(C2)C1CN1CCOCC1 (stereo not given),29,11%
O=C(NC1CC1)c1ccccc1NC(=O)c1ccccc1OC(F)F,-12,-2%

Compound,HCMV antiviral,AMA1 RON2 block
Cc1ccc(-c2cc(NC=O)c3ncc(-c4cccc(C(=O)N(C)C)c4)n3c2)cc1,-3,29%
CC(C)C[C@H]1CN([C@@H](Cc2ccc(O)cc2)CN2CCC[C@H]2CN2C(=O)C(=O)NC[C@@H]2Cc2ccccc2)C(=O)C(=O)N1CC1CCCCCC1,1,-21%
CCCCCCCCN1C(=O)[C@H](CC(=O)NCCCOC)C[C@@]2(C(=O)OC)CC(C)(C)CC=C12,-30,2%
COCCNc1nc2c(c(=O)n(C)c(=O)n2C)n1CCCc1ccccc1,36,-12%
CONC(=O)c1ccc(-c2cccc3nccn23)cc1,14,-8%
OCc1ccccc1-c1nc(NCc2ccccc2)nc2ccsc12,4,55%[activator]
O=C(NCCCN1CCOCC1)c1cccc(S(=O)(=O)N2CCc3ccccc32)c1,-13,0%
COc1ccc(C(=O)n2cnc3ccccc32)cc1Br,28,-4%
CCC(c1nc2ccccc2[nH]1)N(C(=O)Cc1cc(OC)cc(OC)c1)c1ccc(N2CCOCC2)cc1 (stereo not given),-5,-14%
CSCCC(c1nnnn1-c1ccc2c(c1)OCCO2)N1CCC2(CC1)C(=O)NCN2c1ccccc1 (stereo not given),-38,-23%
CCOC(=O)c1ccc(NS(=O)(=O)c2c(N)n(C)c(=O)n(C)c2=O)cc1,?,0%
CCC(=Cc1ccccc1OC)c1ccncc1,23,1%
CCOc1ccc(OCCC(=O)OCC(=O)N2CCN(S(=O)(=O)c3ccc(C)cc3C)CC2)cc1,8,-5%[11.6 µM]
C[C@H]1CC[C@@]2(O[C@H](CCO)C[C@H](O)[C@H]2O)O1,-7,7%
Cc1cc(C)n2c(Nc3ccc4c(c3)OCCO4)c(CC(C)C)nc2n1,29,-17%

Profiles, looked up by structure. Order of values: HCMV antiviral | AMA1 RON2 block
`O=C(NCCCN1CCOCC1)c1cccc(S(=O)(=O)N2CCc3ccccc32)c1` as listed: -13 | 0%
`CC(C)C[C@H]1CN([C@@H](Cc2ccc(O)cc2)CN2CCC[C@H]2CN2C(=O)C(=O)NC[C@@H]2Cc2ccccc2)C(=O)C(=O)N1CC1CCCCCC1` as listed: 1 | -21%
`Cc1cc(C)n2c(Nc3ccc4c(c3)OCCO4)c(CC(C)C)nc2n1` as listed: 29 | -17%
`CCOC(=O)c1ccc(NS(=O)(=O)c2c(N)n(C)c(=O)n(C)c2=O)cc1` as listed: ? | 0%
`C[C@H]1CC[C@@]2(O[C@H](CCO)C[C@H](O)[C@H]2O)O1` as listed: -7 | 7%

Additional records:
Compound,HCMV antiviral,AMA1 RON2 block
C[C@H]1CN([C@@H](C)CO)C(=O)c2cc(Br)cnc2O[C@@H]1CN(C)S(=O)(=O)c1cn(C)cn1,32,-9%
Cc1cc(O)c(C(C)C)cc1NC(=O)Nc1cc(Cl)ccc1Cl,-17,-5%
O=c1ncccn1C1OC(CO)C(O)C1O (stereo not given),8,-4%
CCCCCC(=O)N1C[C@H](n2cc(C3CC3)nn2)[C@@H](O)C[C@@H]1c1ccccc1,-6,-5%

The list is partial. The share of hits here may be higher or lower than overall.
